Screens from PubChem BioAssay.
esBAF inh – blocks esBAF chromatin remodeling in mouse ES cells; Bmi1-luciferase knock-in reporter, 24 h; 100% = twice the neutral-well signal; reporter increase, % at 12.5 µM; 350,000 tested, 2% active; AID 602393; in the data active = activation above about 40%; inconclusive = no clear call, values can overlap the other calls;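 also: 0% = median of the plate's neutral control wells and 100% = double that signal; a rise in the Bmi1 reporter signal indicates esBAF inhibition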
EWS-Fli inh – blocks EWS/Fli oncoprotein-driven transcription; A673 NR0B1-luciferase reporter, viability-normalised; inhibition, % at 12.6 µM; 350,000 tested, 0.67% active;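 active = mean inhibition of at least 50% after viability correction, with every replicate also passing that limit; inconclusive = mean reaches 50% but only one of two replicates passes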;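 also: firefly luciferase signal divided by Alamar Blue viability fluorescence both relative to DMSO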
RAD54 branch – RAD54 (human) branch migration inhibition; RAD54 Holliday junction branch migration, FAM/BHQ fluorescence; inhibition, % at 10.4 µM; Q92698; 360,000 tested, 0.14% active; AID 602329;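 active = mean normalized replicate activity at least 40 and at least half of replicates scoring 40 or more; inconclusive = only one of the two criteria met; inactive = mean below 40 and under half of replicates reaching 40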;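 also: 0% = median of neutral control wells and 100% = median of positive control wells; inhibitors cause a drop in the FAM fluorescence signal; in these data hits start at about 50%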
FN deposition inh – fibronectin deposition inhibition; AH1F fibroblasts, Alexa488-fibronectin deposition fluorescence, overnight; inhibition, % at 12.6 µM; 350,000 tested, 0.086% active;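 active = mean inhibition across replicates of 30% or more, regardless of how many single replicates reach that level; inconclusive = mean under 30% yet at least half of replicates reach 30%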;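 also: positive control wells lacked labelled fibronectin entirely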
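Material: AH1F fibroblast monolayer depositing Alexa488-labelled fibronectin into matrix / Amount: 10000 AH1F cells per well / Signal: fluorescence 485/525 nm / Medium: DMEM, 2% serum / Compound: single dose, pinned / Incubation: 1 h cell adhesion before compound, then overnight fibronectin incubation / Reagent: Alexa488-FN, 24 nM final / Read-out: inhibition of fibronectin deposition signal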
E-selectin induc – induces E-selectin expression in human endothelial cells; HUVEC E-selectin immunofluorescence imaging; normalized: neutral wells 0, TNF-alpha wells 100; activation, % at 7.58 µM; 260,000 tested, 0.37% active; AID 686992;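 active = mean E-selectin-positive cell signal at least 10% of the positive control, reached in at least 60% of replicates, without over 20% cell loss; inconclusive = no rule given, readout overlaps actives, possibly toxicity-flagged; inactive = the rest, including those meeting only one limit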;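 also: in these data hits start at about 27%; measured in HUVEC primary endothelial cells; signal is the percent of cells scored E-selectin positive by PE staining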
Target sequence (P16581 whole entry, looked up): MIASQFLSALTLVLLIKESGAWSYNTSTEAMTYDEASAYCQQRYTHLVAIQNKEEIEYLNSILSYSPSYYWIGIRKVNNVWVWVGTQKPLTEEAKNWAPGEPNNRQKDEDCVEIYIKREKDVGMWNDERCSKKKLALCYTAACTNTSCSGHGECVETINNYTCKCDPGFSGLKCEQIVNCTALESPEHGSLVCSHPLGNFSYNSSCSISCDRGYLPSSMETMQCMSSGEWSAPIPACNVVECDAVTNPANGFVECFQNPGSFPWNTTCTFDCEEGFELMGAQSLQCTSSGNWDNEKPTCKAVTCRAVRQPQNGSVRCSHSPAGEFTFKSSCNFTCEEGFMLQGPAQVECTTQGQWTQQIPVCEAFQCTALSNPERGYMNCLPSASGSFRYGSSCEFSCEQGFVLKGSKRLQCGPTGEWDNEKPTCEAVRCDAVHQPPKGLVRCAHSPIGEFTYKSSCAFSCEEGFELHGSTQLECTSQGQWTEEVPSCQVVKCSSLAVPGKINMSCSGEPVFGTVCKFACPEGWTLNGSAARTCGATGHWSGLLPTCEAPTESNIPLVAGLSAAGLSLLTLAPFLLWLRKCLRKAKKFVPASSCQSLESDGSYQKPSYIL
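Material: HUVEC primary endothelial cells; Amount: 3,000 cells per well; Dosing: single concentration; Medium: EGM-2 growth medium on 0.1% gelatin-coated wells; Read-out basis: percent E-selectin-positive cells; Signal: immunofluorescence imaging; Control set: TNF-alpha, DMSO.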
XiGFP reactiv – activators of X-chromosome reactivation in mouse fibroblasts | XiGFP mouse fibroblasts, % GFP-positive cells imaging, 3 d; cells co-treated with 5-aza-dC sensitizer; scaled so ellipticine positive control = 100% | activation, % at 7.58 µM | 360,000 tested, 0.055% active | AID 743238;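 active = mean normalized replicate activation at least 10% and every replicate at or above 10%; inconclusive = only one of the two criteria met; inactive = mean below 10% and not all replicates reach 10%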;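 also: 0% = median of on-plate neutral control wells and 100% = ellipticine 6 µM median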
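System: 68-5-11 XiGFP fibroblast line | Buffer or medium: DMEM containing 5-aza-dC | Compound: Single point | Times: Compounds 3 days, fix/stain 15 min at room temperature | Benchmarks: Positive control ellipticine, 6 µM final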
S100A4 inh HTS – S100A4-myosin IIA interaction inhibition; P26447; inhibition, % at 10.7 µM; 360,000 tested, 0.14% active; S100A4/TAMRA-MyoIIA peptide fluorescence polarization;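 active = mean inhibition of at least 70% across replicates, with every replicate also reaching that level; inconclusive = mean inhibition reaches 70% but some replicates fall short; inactive = mean inhibition below 70%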
Target sequence (P26447 whole entry, looked up): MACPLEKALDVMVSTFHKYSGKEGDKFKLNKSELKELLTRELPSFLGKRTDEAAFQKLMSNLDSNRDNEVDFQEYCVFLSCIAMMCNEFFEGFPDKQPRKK
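Material: human S100A4 monomer with TAMRA-labelled myosin IIA peptide; buffer or medium: HEPES pH 7.2 with CaCl2, KCl, NaCl, DTT, Triton; compound dosing: one concentration per compound; schedule: 5 min incubation before reading; benchmarks: neutral control DMSO, positive control TFP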
RAD52 inh – inhibitors of human RAD52 DNA annealing | inhibition, % at 18.7 µM | P43351 | recombinant RAD52 DNA annealing, FRET fluorescence | 360,000 tested, 0.46% active | AID 651710;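 active = every replicate showing at least 50% inhibition; inconclusive = mean inhibition at least 50% but not in every replicate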
* marks the source's active call; other numbers are inactive results; ? = inconclusive; nt = not tested or not shown. The order is random; about 3% have a hit in one of these screens.

Every second line gives: E-selectin induc	FN deposition inh	XiGFP reactiv	RAD52 inh	esBAF inh	S100A4 inh HTS	RAD54 branch	EWS-Fli inh
- COc1ccc(NC(=O)N[C@H]2CC[C@H](CCn3cc(-c4ccccn4)nn3)O[C@@H]2CO)cc1
  -0.1	-2	-0.5	-6	3	11	-2	-1
- C[C@@H]1CN([C@H](C)CO)C(=O)c2cc(NC(=O)c3ccncc3)ccc2O[C@@H]1CN(C)Cc1ccncc1
  -0.1	nt	0.2	8	-1	1	7	-1
- O=C(CSCc1cc(=O)n2ccsc2n1)Nc1ccccc1
  nt	6	-0.1	-17	-4	-2	1	-1
- CC(C)CC(CO)NS(=O)(=O)c1cccc(Cl)c1F (stereo not given)
  -0.2	3	-0.1	-6	4	2	-6	-9
- CC(C)COC(=O)NC1c2ccccc2Oc2ccccc21
  -0.1	1	-0.2	-3	-8	-1	-11	11
- COc1ccc(C(CNC(=O)c2ccc(S(=O)(=O)N(C)C)cc2)N(C)C)cc1 (stereo not given)
  nt	-6	0.0	-6	nt	-42	nt	-22
- COc1ccc(NC(=O)/C(C#N)=C\c2ccc(OCc3ccc(C(=O)O)cc3)c(OC)c2)cc1
  nt	4	0.1	-15	nt	0	nt	-10
- O=C(O)CCCn1cc(NC(=O)COc2cccc(Cl)c2)cn1
  0.0	4	-0.1	-4	-7	-1	-15	10
- Cc1ccc(S(=O)(=O)Nc2ccc3c(c2)C(=O)N([C@@H](C)CO)C[C@H](C)[C@@H](CN(C)S(=O)(=O)c2cn(C)cn2)O3)cc1
  -0.3	nt	-0.1	-3	0	-5	6	-8
- COc1ccc(NC(=O)CCNC(=O)c2ccc([N+](=O)[O-])cc2)cc1S(=O)(=O)N1CCOCC1
  -0.1	-3	0.3	-12	-3	-1	1	10
- COc1cc(C(=O)NCc2nnc(SCC(=O)NCCc3ccccc3)o2)cc(OC)c1OC
  0.3	0	0.0	-4	2	1	9	6
- CC(C)c1cn(CC[C@H]2CC[C@H](NC(=O)C3CCCCC3)[C@@H](CO)O2)nn1
  -0.1	7	0.1	2	1	-1	3	8
- Cc1ccnc(NC(=O)c2cccc([N+](=O)[O-])c2C)c1
  0.0	-1	-0.1	5	nt	-3	nt	-37
- COc1ccc(S(=O)(=O)N(C)C[C@@H]2Oc3ncc(C#CCN(C)C)cc3C(=O)N([C@H](C)CO)C[C@@H]2C)cc1
  0.0	-10	-0.5	-5	-3	-3	-2	-16
- CCCCCCSc1ccc([C@H]2N[C@@](CC(C)C)(C(=O)OC)[C@H]3C(=O)N(C)C(=O)[C@@H]23)cc1
  -0.3	7	-0.1	-2	-4	-1	1	5
- O=C([C@@H]1[C@@H](CO)[C@@H]2Cn3c(cccc3=O)[C@H]1N2Cc1cccc(Cl)c1)N1CCOCC1
  -0.2	nt	0.5	4	-3	-5	-1	3
- O=C(NCc1cccnc1)c1cccnc1Sc1ccc(Cl)cc1
  nt	nt	nt	-9	1	0	6	12
- Cc1nn(CC2CC2)c(=O)n1-c1ccccc1F
  3.8	7	-0.2	-7	0	-2	-5	0
- C[C@@H](NC(=O)C[C@@H]1C[C@H]2c3cc(NC(=O)c4cccnc4)ccc3O[C@H]2[C@@H](CO)O1)c1ccccc1
  -0.4	nt	-0.1	1	0	12	-12	3
- C[C@H](C(=O)N(C)C[C@@H]1OCc2ccccc2-c2c(n(C)c3ccccc23)C(=O)N([C@@H](C)CO)C[C@H]1C)c1ccccc1
  -0.4	3	-0.2	10	nt	-23	nt	11
- CC(C)(C)C1CCc2c(sc(NC(=O)c3ccncc3)c2C(N)=O)C1 (stereo not given)
  nt	-2	0.5	-9	nt	2	3	-52
- CCOC(=O)c1sc(-c2ccc(C(F)(F)F)cc2)nc1O
  -0.2	-7	-0.1	-11	nt	5	nt	2
- CCOC(=O)c1nn(-c2ccc(Cl)cc2)c(=O)c(C#N)c1C
  nt	3	0.0	-40	-1	-2	-6	9
- Cc1ccc(Oc2ccc(C=O)cn2)cc1
  -0.7	0	0.0	-13	nt	-4	nt	-16
- CCC1(CC)CNC(=O)NC1
  -0.2	7	0.0	-12	-8	2	-21	7
- COc1ccc(N2CCN(C(=O)c3ccc4c(c3)NC(=O)C(CSCc3ccccc3F)N4)CC2)cc1 (stereo not given)
  -0.1	6	-0.1	-12	1	-10	10	-13
- O=C1CC2(CCCC2)C(=O)N1CN1CCN(S(=O)(=O)c2cc(F)ccc2F)CC1
  -1.0	nt	0.4	-69	1	-1	0	0
- c1ccc2nc(N3CCN(Cc4ccc5c(c4)OCO5)CC3)cnc2c1
  nt	nt	0.0	-5	7	-7	10	4
- COc1cccc(C(=O)Nc2ccc3c(c2)OC[C@@H](C)N(C(=O)C2CCCCC2)C[C@@H](C)[C@H](OC)CN(C)C3=O)c1
  -0.1	0	-0.1	-10	9	19	5	-5
- Cc1ccsc1C(=O)NNC(=S)NC1CCCCC1
  0.6	nt	0.1	-8	17	-2	-8	nt
- CO[C@@H]1CN(C)C(=O)c2cc(NC(=O)C3CCOCC3)ccc2OC[C@@H](C)N(Cc2nccs2)C[C@@H]1C
  0.2	-12	-0.3	-7	0	-3	0	-1
- CCOCCCNC(=S)N1CCC(NC(=O)C23CC4CC(CC(C4)C2)C3)CC1
  2.2	-6	0.0	-9	0	-2	-4	-4
- Cc1nn(-c2ccccc2)c(C)c1/C=C/C(=O)OC(C)C(=O)Nc1ncc(Cl)cc1Cl (stereo not given)
  0.3	3	0.0	nt	4	nt	-4	nt
- COC(=O)c1nc(NC(=S)NC(=O)c2cccs2)sc1C
  0.3	8	-0.1	-31	34	-7	-7	nt
- OC(CNCCCCNCC(O)C(F)(F)F)C(F)(F)F (stereo not given)
  nt	nt	0.0	-23	nt	-7	nt	-11
- Cc1ccc2nc(Nc3ccc(C)c(C)c3)c3nncn3c2c1
  nt	-3	0.3	-11	?	-5	-4	-86
- CCC(=O)N=c1ccn(C2=Nc3ccccc3NC2=C(C#N)C#N)cc1
  nt	2	-0.2	-30	nt	13	-14	-19
- Cc1noc(C)c1COc1ccccc1C(=O)N1CCN(S(=O)(=O)c2cccc([N+](=O)[O-])c2)CC1
  nt	8	0.0	-7	0	-3	5	2
- CC(C)Cc1ccc(-c2ccc3nccn3c2)cc1
  10	-5	0.0	-51	66*	-13	-2	-22
- COc1ccc(/C=C/C(=O)Nc2ccccc2F)cc1S(=O)(=O)N1CCOCC1
  0.0	-1	0.2	-6	18	1	2	7
- C[C@@H]1CN([C@@H](C)CO)C(=O)c2cc(NS(C)(=O)=O)ccc2O[C@@H](C)CCCCO[C@H]1CN(C)C(=O)Nc1ccc(C(F)(F)F)cc1
  1.3	nt	-1.0	5	nt	-3	nt	nt
- O=C(NC1CCCCCC1)C1CCCN(c2ncccn2)C1 (stereo not given)
  nt	3	0.4	-4	24	-5	8	-44
- COc1ccc(-c2noc(CCC(=O)NC3CCCCC3)n2)cc1
  nt	6	0.1	-1	6	3	-5	nt
- O=C(Nc1ccc2c(c1)[C@@H]1C[C@H](CC(=O)N3CCCCC3)O[C@@H](CO)[C@@H]1O2)NC1CCCC1
  0.1	1	0.1	2	1	-14	-7	-11
- CC(C)c1ccc(N2C=Nc3ccc(C(C)C)cc3C2)cc1
  nt	15	-0.1	-11	21	-25	-11	-20
- Cc1cc(C)cc(N(C(=O)c2csnn2)C(C(=O)NC2CCCC2)c2ccccn2)c1 (stereo not given)
  0.0	4	0.1	-2	-3	-2	-2	2
- CC(C=NNc1ccc([N+](=O)[O-])cn1)=Cc1ccccc1
  0.0	5	0.3	-36	-8	5	-3	5
- O=[N+]([O-])c1ccccc1Oc1ccc(S(=O)(=O)N2CCOCC2)cc1
  nt	-3	0.0	-4	-9	1	-1	-1
- COc1ccc(N2CCN(C(=O)C3CCCN(S(=O)(=O)c4ccc(F)cc4)C3)CC2)cc1 (stereo not given)
  0.2	nt	0.4	-21	-2	0	21	nt
- O=C(N[C@@H](Cc1cccnc1)C(=O)N1CCC[C@H]1C(=O)NCCc1ccccc1Cl)C1CCCC1
  -0.2	-9	0.9	2	nt	-4	nt	-3
- CC(=O)N1CCCCN2[C@H](CO)[C@H](c3ccc(-c4ccncc4)cc3)[C@H]2C1
  0.1	nt	0.1	5	-4	1	1	-7
- C[C@H]1CN([C@@H](C)CO)C(=O)c2cc(-c3cncnc3)cnc2O[C@@H]1CN(C)C(=O)Cc1ccccc1
  0.3	nt	-0.3	-3	0	-12	-5	-2
- COc1cc(SC)ccc1C(=O)Nc1ccc2c(c1)OCO2
  0.3	1	0.3	-10	31	-1	nt	-91
- COCC(=O)Nc1ccc2c(c1)[C@@H]1C[C@@H](CC(=O)NCc3ccccc3)O[C@@H](CO)[C@@H]1O2
  -0.2	3	0.1	-11	-1	6	-6	0
- O=C(C[C@H]1CC[C@@H]2[C@H](COC[C@H](O)CN2C(=O)c2ccccc2)O1)Nc1ccccc1
  0.0	1	0.4	-2	2	-9	0	nt
- Cc1noc(C)c1NC(=O)Nc1ccc2c(c1)C(=O)N([C@H](C)CO)C[C@@H](C)[C@@H](CN(C)C(=O)C1CCCCC1)OCCCC[C@@H](C)O2
  -0.2	nt	-0.1	13	1	0	2	8
- COC(=O)c1ccccc1NC(=O)Cn1c(-c2nonc2N)nc2ccccc21
  nt	nt	nt	-4	-21	2	4	49
- O=C(C[C@H]1C[C@@H]2c3cc(NC(=O)Nc4ccccc4)ccc3O[C@@H]2[C@@H](CO)O1)NCc1cccc(F)c1
  0.0	-7	-0.1	9	0	2	2	1
- CN1CCN(c2ccc([N+](=O)[O-])c(Sc3nc4ccccc4[nH]3)c2)CC1
  nt	nt	nt	18	-3	1	4	10
- [O-]/C(=C(\C(=S)Nc1cccc2ccccc12)[n+]1cccc(CO)c1)c1ccc(Cl)s1
  nt	3	0.0	3	13	-11	nt	-5

Later entries
Every second line gives: E-selectin induc	FN deposition inh	XiGFP reactiv	RAD52 inh	esBAF inh	S100A4 inh HTS	RAD54 branch	EWS-Fli inh
- CCOc1cccc(/C=N/NC(=O)CC2C(=O)NN=C2C)c1O (stereo not given)
  nt	-6	0.2	-7	nt	3	nt	-3
- Cc1cc(=O)[nH]c2ccc(S(=O)(=O)N3CCOCC3)cc12
  0.3	nt	0.2	-1	2	-5	-13	3
- CCOc1ccc(NS(=O)(=O)c2ccc(NC(=O)c3ccccn3)cc2)cc1
  -0.3	-4	0.0	-13	2	-2	-2	-5
- C[C@@H]1CN([C@@H](C)CO)C(=O)c2cc(NC(=O)Nc3ccc(F)cc3)ccc2O[C@@H]1CN(C)S(=O)(=O)c1ccccc1
  0.1	nt	-0.2	-10	10	-2	-2	4
